H9c2 TAG inh: inhibitors of triacylglycerol accumulation | H9c2 cells, Nile Red lipid (TAG) fluorescence; cells loaded with 200 µM oleic acid | inhibition, % at 12.5 µM | 230,000 tested, 0.66% active | AID 651582;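 active = pattern-corrected inhibition of lipid staining of at least 50% with the nuclear-stain viability signal not falling by more than 50%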;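 note: 0% = DMSO wells and 100% = triacsin C control wells; some results filed as inactive read as strong as hits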
H9c2 TAG inh DAPI viability: recorded beside H9c2 TAG inh, whose call it bears; DAPI nuclei signal change (viability), lower = more cytotoxic, %;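 whole-well DAPI fluorescence read on a plate reader as a viability signal; minus 50 percent equals half of cells still viable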
Numbers without * were called inactive. Not all compounds are listed (hit frequency here may not be typical).

cpd	Structure	H9c2 TAG inh DAPI viability	H9c2 TAG inh
1	COc1ccc(C2=NOC(Cn3nc(-c4ccccc4)cc3C(=O)NCc3ccco3)C2)cc1 (stereo not given)	-8	2
2	O=C(NNC(=O)c1ccccc1Br)c1ccc(Cl)c(Cl)c1	-2	-2
3	O=C1Nc2ccccc2C(O)(C(=O)NCc2ccco2)N1c1ccccc1 (stereo not given)	7	9
4	CC(NC(=O)COC(=O)/C=C/c1cccc(F)c1)c1ccccc1 (stereo not given)	-1	-3
5	CCCSc1nc(N2CCOCC2)c2c(c1C#N)CCCC2	6	-9
6	Cc1ccc(F)c(S(=O)(=O)NC(=O)C2(C)CCN2C(=O)CC2CCCCC2)c1 (stereo not given)	-7	6
7	CCC(=O)c1ccc(N2CCN(C(=O)COc3ccccc3F)CC2)c(F)c1	-2	-10
8	COc1ccc(CCNC(=O)Nc2ccc3c(c2)OCO3)cc1OC	-8	-1
9	C=CCN(Cc1cccc(OC)c1OC)C(=O)Oc1ccccc1	-4	-9
10	COc1ccc(C(O)C(CN2CCOCC2)c2ccccc2)cc1 (stereo not given)	15	-2
11	NS(=O)(=O)c1cccc(NC(=O)CSc2nc3ccccc3c(=O)n2Cc2ccco2)c1	4	-13
12	CCN(CC)CCSc1nc(O)c(C(C)C)c(=O)[nH]1	4	-8
13	Cc1cc2c(=O)n(NC(N)=O)c(C)nc2s1	1	9
14	O=C(C(c1ccccc1)c1ccccc1)N1CCN(Cc2ccncc2)CC1	16	-23
15	Cc1nnc(SCC(=O)N2CCN(S(=O)(=O)c3ccccc3)CC2)n1Cc1ccccc1	-2	10
16	Cc1ccc(NC(=O)CSc2nc3[nH]c(=O)cc(O)c3s2)c(Br)c1	-7	-6
17	CCn1cc(Cl)c(C(=O)Nc2nccs2)n1	8	27
18	COc1ccc2c(c1)OC[C@H]1[C@H]2N2C(=O)c3cc(OC)c(OC)cc3NC(=O)[C@@]2(C)[C@H]1c1ccccc1	-35	41
19	CNc1ccc(C(=O)c2ccccc2C(=O)O)cc1[N+](=O)[O-]	-4	11
20	Nc1nc(N)nc(C2C=CCCC2)n1 (stereo not given)	-3	16

The list continues.
cpd	Structure	H9c2 TAG inh DAPI viability	H9c2 TAG inh
21	O=C(COC(=O)Cc1ccc(Br)cc1)Nc1ccc(N2CCOCC2)cc1	0	2
22	CCN(C(=O)COC(=O)/C=C/c1nc2ccccc2s1)c1c(N)n(Cc2ccccc2)c(=O)[nH]c1=O	0	10
23	Cn1c(SCC(=O)N2CCN(c3ccccc3)CC2)nnc1-c1ccccc1	2	-7
24	COc1ccc(Nc2nnc(SCC(=O)NC3CC3)s2)cc1	2	-11
25	CC(=O)c1sc(NC(=O)CN2C(=O)CCC2=O)nc1C	-12	14
26	CCCCNC(=O)C1CC(=O)N(CCc2ccccc2)C1 (stereo not given)	-8	14
27	C[n+]1ccc(C(=O)Nc2ccccc2Cl)cc1	-7	7
28	CCCCn1nc(C(=O)Nc2ccc3c(c2)OCCO3)c2ccccc2c1=O	-3	15
29	O=C(Nc1ccnn1C1CCN(CC(O)CO)CC1)C1CCCC1 (stereo not given)	4	-14
30	Nc1nnc(SCC(=O)NN2C(=O)NC3(CCCCC3)C2=O)s1	-4	-1
31	COc1ccc(OC)c(NC(=O)Nc2ccc3[nH]ccc3c2)c1	-8	19
32	Cc1cccc(OCC(=O)N2CCN(S(C)(=O)=O)CC2)c1	-1	-8
33	CN1C(=O)C(O)(C2COC(C)(C)CC2=O)c2ccccc21 (stereo not given)	-13	-2
34	COCCN1C(=O)/C(=C/c2ccc(N3CCCC3)cc2C)SC1=S	-9	-202
35	CCc1ccccc1NC(=O)c1ccc(OCc2c(C)noc2C)cc1	0	-6
36	C=CC(=O)Nc1cccc(N(C)c2ccnc(Nc3ccc(N4CCN(C)CC4)cc3)n2)c1	-1	2
37	CCSCc1nnc(SCC(=O)Nc2cc(F)ccc2C)n1C	-6	5
38	Cc1[nH]nc2c1C1(CCN(C(=O)c3ccccc3)CC1)C(C#N)=C(N)O2	-5	18
39	COc1ccccc1-n1c(C)cc(/C=C2/C(=N)N3C(=NC2=O)SN=C3S(C)(=O)=O)c1C	1	-10
40	CCOC(=O)c1cc(C)sc1NC(=O)c1ccc(Cl)s1	13	9

More entries follow:
cpd	Structure	H9c2 TAG inh DAPI viability	H9c2 TAG inh
41	COC(=O)c1ccc(NS(=O)(=O)c2c(C)nc3sccn3c2=O)cc1	-5	-2
42	O=C(NCC(c1ccco1)N1CCN(c2ccc(F)cc2)CC1)c1ccc2c(c1)OCO2 (stereo not given)	-13	10
43	N/C(Cc1ccc(Cl)cc1Cl)=N\OC(=O)c1ccccc1F	-1	-1
44	CC1OC(OC2C(CO)OC(OC3C(CO)OC(O)C(O)C3O)C(O)C2O)C(O)C(O)C1N[C@@H]1C=C(CO)[C@@H](O)C(O)[C@H]1O (stereo not given in full)	-8	7
45	Cc1cc(C)cc(-n2cccc2/C=C2/C(=N)N3C(=NC2=O)SN=C3S(C)(=O)=O)c1	8	12
46	CSc1cccc(NC(=O)/C=C/c2ccc(Cl)cc2)c1	-13	2
47	CCOC(=O)NC(C(Cl)(Cl)Cl)S(=O)(=O)c1ccccc1 (stereo not given)	3	2
48	CCC(C)NS(=O)(=O)c1ccc(OCC(=O)NCc2ccc(OC)cc2)cc1 (stereo not given)	-6	7
49	CCc1ccc([C@@H]2C[C@H]3[C@@H](CN2S(=O)(=O)c2ccc(C)cc2)C(=O)C[C@@H](c2ccc(Cl)cc2)N3S(=O)(=O)c2ccccc2C)cc1	-6	29
50	CC(c1ccon1)N(C)C(=O)c1cccc(OC2CCN(S(C)(=O)=O)CC2)c1 (stereo not given)	-5	1
51	CC(C)OC(=O)c1ccc(N2C(=O)C3CC=CCC3C2=O)cc1 (stereo not given)	0	-4
52	CC(=O)Nc1cccc(NC(=O)Cc2nc(-c3ccccc3)sc2-c2ccc(C)cc2)c1	-1	33
53	O=C(c1cc(Br)c(Br)s1)N1CCc2ccccc2C1	-2	-5
54	Cc1cc(C)c(NC(=O)CNC(=O)c2cc([N+](=O)[O-])ccc2N2CCOCC2)c(C)c1	-3	31
55	O=C1N=C(N2CCc3ccccc3C2)S/C1=C\c1ccc(O)cc1	-6	-6
56	CCCCCCSc1ccc([C@@H]2[C@H]3C(=O)N(C)C(=O)[C@H]3[C@]3(C(=O)OC)CCCCN23)cc1OC	-8	1
57	O=C(Nc1ccc(N2CCOCC2)c(Cl)c1)c1cccc(F)c1	6	15
58	CCOc1cc(NC(=S)NCC2CCCO2)c(OCC)cc1NC(=O)c1ccccc1F (stereo not given)	-2	19
59	CCOC(=O)C1(C(F)(F)F)N=C(N(C)C)OC(N(C)C)=N1	-2	-2
60	CC#CCOCC1CN(C)C(=O)O1 (stereo not given)	8	3

Record cards, from the list above. Screens in order: H9c2 TAG inh DAPI viability	H9c2 TAG inh
Shown for CC1OC(OC2C(CO)OC(OC3C(CO)OC(O)C(O)C3O)C(O)C2O)C(O)C(O)C1N[C@@H]1C=C(CO)[C@@H](O)C(O)[C@H]1O (stereo not given in full) → -8	7
Shown for CCOc1cc(NC(=S)NCC2CCCO2)c(OCC)cc1NC(=O)c1ccccc1F (stereo not given) → -2	19
Shown for CSc1cccc(NC(=O)/C=C/c2ccc(Cl)cc2)c1 → -13	2
Shown for Cc1cc(C)cc(-n2cccc2/C=C2/C(=N)N3C(=NC2=O)SN=C3S(C)(=O)=O)c1 → 8	12
Shown for CCOC(=O)NC(C(Cl)(Cl)Cl)S(=O)(=O)c1ccccc1 (stereo not given) → 3	2

Going on with the list.
cpd	Structure	H9c2 TAG inh DAPI viability	H9c2 TAG inh
61	CCN(C(=O)c1ccc2c(Cl)c3c(nc2c1)CCC3)c1ccc(C)c(C)c1	-6	-5
62	CCOC(=O)c1[nH]c2cc3c(cc2c1CCCN1C(=O)c2ccccc2C1=O)OCCO3	3	14
63	Cc1cccc(NC(=O)CSCC(=O)N2CCN(c3cccc(C(F)(F)F)c3)CC2)c1	1	-14
64	Cc1ccc(S(=O)(=O)Nc2nc3ccccc3nc2NCC2CCCO2)c(C)c1 (stereo not given)	8	-2
65	CCCSc1nc2c(cnn2-c2ccc(C)cc2)c(=O)[nH]1	-10	4
66	O=C(CN1N=C(c2ccccc2)CCC1=O)NCCCN1CCc2ccccc2C1	10	6
67	CCN1CCN(CCn2c(=S)[nH]c3ccccc3c2=O)CC1	-5	-3
68	Cc1cccc(NS(=O)(=O)Cc2ccccc2)n1	3	-5
69	O=C(O)Cn1cc(/C=C2/NC(=O)N(c3ccc(Cl)cc3)C2=O)c2ccccc21	2	7
70	COc1ccc2cc3c(N)nn(C(=O)c4ccccc4Cl)c3nc2c1	-27	36
71	O=C(Nc1nc2c(F)cc(F)cc2s1)C1CCN(C(=O)c2ccc(F)cc2)CC1	-5	2
72	COc1ccccc1NC(=O)c1ccccc1SC	-6	6
73	O=C(Nc1ccccc1F)c1cc(S(=O)(=O)N2CCOCC2)ccc1N1CCOCC1	82	11
74	O=c1[nH]c(Nc2ccccc2Cl)cc2ccccc12	2	-11
75	Cc1cc(CC(=O)O)c(C)cc1CC(=O)O	1	-19
76	CN(CC(=O)Nc1ccc(Cl)cc1)C(=O)c1ccc(COc2ccccc2)cc1	9	-16
77	COc1ccccc1NC(=O)c1ccc(-n2cncn2)nc1	3	-5
78	CCC(=O)Nc1cc(NC(=O)CSc2ncc(-c3ccc(F)cc3)n2Cc2ccco2)ccc1C	8	-6
79	NC1=NC(=O)/C(=C\c2cccnc2)S1	-3	-6
80	CCN(C(C)=O)N(CC)c1nc(Cl)nc(NC(C)C)n1	5	-11

In a second layout: results already given.
(63) Cc1cccc(NC(=O)CSCC(=O)N2CCN(c3cccc(C(F)(F)F)c3)CC2)c1
  H9c2 TAG inh DAPI viability = 1	H9c2 TAG inh = -14
(67) CCN1CCN(CCn2c(=S)[nH]c3ccccc3c2=O)CC1
  H9c2 TAG inh DAPI viability = -5	H9c2 TAG inh = -3

(cont.)
cpd	Structure	H9c2 TAG inh DAPI viability	H9c2 TAG inh
81	O=C(Nc1cccc(F)c1)N1CCCCCC1	7	-27
82	CN1CCN(C(=S)c2ccc(-c3cccc([N+](=O)[O-])c3)o2)CC1	1	10
83	COc1ccc(NC(=O)Nc2ccc3c(c2)N(C)C(=O)CS3)cc1Cl	-7	37
84	Cc1ccnc(NC2c3ccccc3C(=O)N2Cc2ccccc2Cl)c1 (stereo not given)	-12	15
85	CCN(CC)c1ccc(/C=N/NC(=O)OC)c(O)c1	1	-2
86	Cc1noc(C)c1NC(=O)N(C)C[C@H]1Oc2ccc(NC(=O)Nc3ccc4c(c3)OCO4)cc2C(=O)N([C@H](C)CO)C[C@@H]1C	-3	11
87	N/C(CC(=O)Nc1ccc(F)cc1F)=N\OC(=O)c1cccs1	5	5
88	O=C(c1ccco1)N1CCN(C(=O)c2snc3ccc(Cl)cc23)CC1	-2	-13
89	CCOC(=O)C1CCN(C(=O)c2ccc(OCC)c(OCC)c2)CC1	3	10
90	CCN1C(=O)c2ccccc2S(=O)(=O)c2ccc(C(=O)NCc3cccnc3)cc21	-1	3
91	COc1ccc(C(=O)C2CCCN(C3Cc4ccccc4C3)C2)c(OC)c1 (stereo not given)	9	0
92	O=C(CCCn1c(SCc2cc(=O)n3ccccc3n2)nc2ccccc2c1=O)NCC1CCCO1 (stereo not given)	-5	10
93	CN(C)CCCNc1ccc(S(N)(=O)=O)cc1[N+](=O)[O-]	-9	2
94	CC12CCC(=O)N1C(C(=O)Nc1cccc3ccccc13)CS2 (stereo not given)	-4	-6
95	CCOC(=O)C1C(=O)CC(C)(O)C(C(=O)OCC)C1c1ccc(N(CC)CC)cc1 (stereo not given)	-3	-2
96	COc1ccccc1-n1cnc2cc(NCc3cccs3)ccc21	-22*	58*
97	O=C(Nc1ncn[nH]1)c1ccccc1O	4	-8
98	O=C(CSCC(=O)c1ccccc1)Nc1ccccc1Cl	10	-35
99	CC(C)CN(C(=O)COC(=O)C12CC3CC(CC(Cl)(C3)C1)C2)c1c(N)n(Cc2ccccc2)c(=O)[nH]c1=O	-9	-4
100	Cc1c(-n2c(SCC(C)C)nc3ccccc3c2=O)c(=O)n(-c2ccccc2)n1C	-4	3

(list continues)
cpd	Structure	H9c2 TAG inh DAPI viability	H9c2 TAG inh
101	CCOc1ccc(NS(=O)(=O)c2ccc(NC(=S)NC(=O)CC(C)C)cc2)cc1	-11	11
102	CC(=O)Nc1ccc(CNc2nc(NC(C)C)nc3cc(-c4ccccc4)sc23)cc1	9	23
103	CCOC(=O)c1c[nH]c2c(Cl)c(Cl)ccc2c1=O	8	-11
104	O=C(NCc1ccccc1)c1ccccc1-c1nc2ccccc2[nH]1	6	-8
105	CCc1cccc2c(C(=O)CN3C(=O)N(C)C4(CCCCC4)C3=O)c[nH]c12	-20	-13
106	N#Cc1nc(COc2ccc(-c3ccccc3)cc2)oc1NCc1cccnc1	-4	6
107	CCN(CC)CCOC(=O)c1ccc(N/C=C(/C#N)c2nc(-c3ccc4c(c3)OCO4)cs2)cc1	-2	30
108	Cc1ccc(N2C(=O)CSC2=S)cc1C	10	1
109	COc1ccc(CN2C(=O)C(C)Nc3ncnc(N4CCN(c5ccccc5)CC4)c32)cc1 (stereo not given)	4	0
110	CCc1ccc(N2CC(C(=O)OCC(=O)N(CC)c3c(N)n(Cc4ccccc4)c(=O)[nH]c3=O)CC2=O)cc1 (stereo not given)	-3	-4
111	CCN(CC)S(=O)(=O)c1cc(NC(=O)CN2CCN(c3ccccn3)CC2)ccc1C	7	6
112	CC(C)OCP(=O)(c1ccccc1)c1ccccc1	15	-10
113	Cn1ccc(NS(=O)(=O)c2cc(Br)ccc2Br)n1	1	-2
114	Cc1ccccc1C(=O)NC(CC(C)C)C(=O)NN1C(=O)c2ccccc2C1=O (stereo not given)	8	-2
115	CCc1ccc(NC(=O)N2CCCCCC2)cc1	-9	19
116	Cc1ccc(NC(=O)C2CC(=O)N(c3ccc4c(c3)OCCO4)C2)nc1 (stereo not given)	-4	3
117	CCCc1cc(=O)[nH]c2nnc(SCC(=O)Nc3cccc(NC(C)=O)c3)n12	-2	15
118	Cc1ccccc1NC(=O)c1ccc(OCc2c(C)noc2C)cc1	4	-5
119	CC(=O)c1ccc(S(=O)(=O)NC2CC(=O)N(c3ccc(C)cc3)C2)cc1 (stereo not given)	-3	-11
120	COC(=O)c1nnn(-c2cc(Cl)cc(Cl)c2)c1C(=O)OC	-9	2
